Compound activity from PubChem BioAssay.
HPDE-C7K KRASV12: viability loss of HPDE-C7K cells – cell-based, fluorescence, HTS, primary screen (AID 431); cytotoxicity, % at 10 µM; hits with a dose series show EC50 in µM; HPDE-C7K KRASV12 cells, Alamar Blue viability, 48 h; higher % means a stronger effect; 63,000 compounds, 1.7% hits;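 active = compounds whose percent cytotoxicity in the single-dose primary screen, scaled between solvent and toxic-drug controls, exceeds 50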;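 also: 0% = DMSO solvent wells and 100% = doxorubicin-treated wells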
LYP inhibition: inhibition of human PTPN22 tyrosine phosphatase – biochemical, DiFMUP fluorescence, recombinant catalytic domain, 10 µM, primary screen (AID 606); recombinant LYP catalytic domain, DiFMUP fluorescence; higher % means a stronger effect; inhibition, % at 10 µM, or IC50 in µM where a hit was titrated; 52,000 tested, under 10 active;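 active = IC50 under 40 µM in the dose-response test; inactive = IC50 of 40 µM or more, or never dose-tested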
Spn DPM-DC inh: blocks S. pneumoniae diphosphomevalonate decarboxylase; calls only at 10 µM; purified DPM-DC, PK/LDH coupled NADH fluorescence; AID 556; 65,000 compounds, 0.49% hits;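 active = the 320 compounds with the highest percent inhibition in the single-dose primary screen, excluding strongly autofluorescent ones, cut at about 32% in these data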;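 also: kinetic rate of NADH fluorescence loss reporting ADP formed by the decarboxylase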
Bfl-1 displacement: displacement of Bid BH3 peptide from Bfl-1 – biochemical, fluorescence polarization, FITC-Bid, mouse, primary screen (AID 432); FITC-Bid BH3 peptide fluorescence polarization displacement; higher % means a stronger effect; one-dose displacement, % at 20 µM; IC50 in µM for titrated hits; 64,000 compounds, 0.02% hits; in the data active = a potency from the dose series; inactive = the rest, 99 in 100 with displacement below about 15%; also: strong numbers were not always called active
HT1080 viability: HT1080 cell viability loss – fluorescence readout (AID 620). HT1080 viability, fluorescence; higher % means a stronger effect. cytotoxicity, % at 10 µM; hits with a dose series show EC50 in µM. 87,000 compounds, 0.42% hits;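 also: cells exposed to compound overnight then 4 h with Alamar Blue; 0% = vehicle DMSO and 100% = killing control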
HPDE-C7 viability: HPDE-C7 pancreatic duct cell viability loss – fluorescence, HTS (AID 430). HPDE-C7 pancreatic duct cells viability, fluorescence; higher % means a stronger effect. one-dose cytotoxicity, % at 10 µM; EC50 in µM for titrated hits. 63,000 compounds, 1.8% hits;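 also: cells exposed to compound for 48 hours before viability readout; 0% = vehicle and 100% = reference cytotoxic drug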
PMK inhibit: blocks S. pneumoniae phosphomevalonate kinase. inhibition, % at 10 µM. purified PMK, PK/LDH-coupled NADH absorbance 340 nm. 65,000 compounds, 0.49% hits;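 active = top-ranked compounds by inhibition in the single 10 µM screen, taking a fixed number of the strongest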;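 also: 0% = full reaction with DMSO carrier and 100% = background rate without enzyme reaction; no value below 0 was filed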
Alkaline phosphatase: inhibition of tissue-nonspecific alkaline phosphatase – biochemical, luminescent (AID 518) | 64,000 compounds, 0.09% hits | inhibition, % at 20 µM; hits with a dose series show IC50 in µM | purified TNAP enzyme, luminescent substrate readout; higher % means a stronger effect; in the data active = a potency from the dose series; inactive = the rest, 99 in 100 with inhibition below about 22%;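 also: plate controls were vehicle for no effect and reference inhibitor for full effect; many of its hits are not listed in these tables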
Spn MK inh: inhibitors of Streptococcus pneumoniae mevalonate kinase. 65,000 compounds, 0.48% hits. inhibition, % at 10 µM. AID 555. purified MK, PK/LDH-coupled NADH absorbance 340 nm;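 active = ranked among the strongest by inhibition in the single 10 µM screen, a fixed top-ranked set picked for dose follow-up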; also: no value below 0 was filed
PMK inhibit pilot replicates: further read-out of PMK inhibit, marked with its call; inhibition, %; measured here: pilot screen replicates
Spn MK inh pilot replicates: second read-out of Spn MK inh, no call of its own (marks repeat the call); inhibition, %; measured here: pilot screen replicates
Spn DPM-DC inh pilot screen %: also measured in Spn DPM-DC inh; calls as there; inhibition, %; measured here: pilot screen trials
Active calls of the source: *; i = inactive; / = not tested or not shown. Rule as the data show it, unless noted: active = cytotoxicity above about 50%; inactive = the rest.

SMILES	HPDE-C7K KRASV12	LYP inhibition	Spn DPM-DC inh	Bfl-1 displacement	HT1080 viability	HPDE-C7 viability	PMK inhibit	Alkaline phosphatase	Spn MK inh	others
COc1ccc(S(=O)(=O)N(C)CC(=O)Nc2ccccc2C(F)(F)F)cc1	-9%	5%	i	-2%	4%	-7%	15	-2%	5
c1ccc(-c2nnc3ccc(N4CCC5(CC4)OCCO5)nn23)cc1	3%	2%	i	2%	-12%	-10%	7	9%	0
OC1(Cc2ccn[nH]2)CCCCC1	13%	1%	i	-2%	-4%	18%	10	9%	11
CCOc1cc(N2CCOCC2)c(OCC)cc1NC(=O)CCC1CCCC1	6%	8%	i	-3%	2%	1%	12	10%	1
COc1ccc(NS(=O)(=O)c2cccc(-c3nnc4n3CCCCC4)c2)cc1	-10%	/	i	-3%	-1%	-4%	0	6%	4
CN1CCN(C(=O)c2ccc3c(=O)n(CCc4ccccc4)c(=S)[nH]c3c2)CC1	-2%	12%	i	-4%	-8%	-5%	9	19%	3	PMK inhibit pilot replicates=5.0;Spn MK inh pilot replicates=0.5;Spn DPM-DC inh pilot screen %=3.5
Cc1ccc(S(=O)(=O)N2CCOCC2)c(C)c1-n1cnnn1	2%	3%	i	-3%	1%	-4%	1	11%	4
O=C(c1ccco1)N1CCN(C(=O)C2CCN(S(=O)(=O)c3cccs3)CC2)CC1	-4%	13%	i	-4%	6%	-2%	13	4%	0
CCOC(=O)c1ccc(NC(=O)CSc2nc(C)cc(=O)[nH]2)cc1	-6%	9%	i	3%	-4%	3%	26*	5%	14
CCn1c(COc2cccc(OC)c2)nnc1SCC(=O)Nc1cc(OC)ccc1OC	-7%	/	i	0%	6%	-4%	19	9%	6
Cc1cccc(C(C)(C)C)c1OCCn1ccnc1	-8%	11%	i	1%	3%	9%	2	9%	8
Cc1ccc(C2C(C(=O)c3sc(C)nc3C)=C(O)C(=O)N2CCN2CCOCC2)o1 (stereo not drawn)	-7%	18%	i	-5%	23%	-10%	12	18%	6
CCOC(=O)CSCc1c(C#N)c2ccccc2n1C	-14%	/	i	0%	-3%	-12%	15	17%	10
CC1Oc2ccccc2N(CC(=O)Nc2ccc3c(c2)OCO3)C1=O (stereo not drawn)	0%	/	i	-2%	-4%	-9%	14	10%	0
COc1cccc(NC(=O)C2CCCN2C(=O)OCc2ccccc2)c1 (stereo not drawn)	/	8%	i	/	1%	/	23	/	4
CCOC(=O)c1[nH]nc(C(=O)c2ccc(Br)cc2)c1O	5%	15%	i	0%	/	-11%	29*	6%	1
COc1nc(-c2ccc(C)cc2)ccc1-c1noc(-c2ccco2)n1	-16%	/	i	1%	2%	-6%	10	9%	0
CCSC1=C(C#N)C(c2ccc(Cl)cc2)C2=C(CCCC2=O)N1 (stereo not drawn)	0%	13%	i	-2%	19%	6%	12	13%	4
COc1cc(OC)cc(-c2nnc(SCC(=O)Nc3cc(C)on3)o2)c1	9%	-7%	i	-2%	-3%	3%	10	11%	0	PMK inhibit pilot replicates=6.0;Spn MK inh pilot replicates=0.0;Spn DPM-DC inh pilot screen %=5.0
CN1CCN(c2ccccc2NC(=O)c2ccc(OCc3ccccc3)cc2)CC1	11%	8%	i	0%	4%	-2%	0	11%	0
CC(=O)c1ccc(-n2nnnc2SCC(=O)N2CCc3ccccc3C2)cc1	-16%	4%	i	1%	2%	8%	13	12%	4	PMK inhibit pilot replicates=1.5;Spn MK inh pilot replicates=0.0;Spn DPM-DC inh pilot screen %=4.5
CC(C)n1c(SCC(=O)c2ccc3c(c2)OCCO3)nc2c1c(=O)n(C)c(=O)n2C	-3%	5%	i	0%	-7%	-6%	15	12%	13
COc1ccccc1NC(=O)c1ccc(S(=O)(=O)N2CCOCC2)cc1	8%	11%	i	2%	3%	10%	8	7%	15
Cc1c(C#N)sc2nc(-c3ccccc3)nc(N3CCCC3)c12	6%	9%	/	3%	3%	-6%	0	17%	3	PMK inhibit pilot replicates=5.5;Spn MK inh pilot replicates=0.0
CCOc1ccc(N(CC(=O)Nc2ccccc2)S(C)(=O)=O)cc1	-9%	3%	i	2%	-5%	-9%	9	9%	5
CCOC(=O)c1ccc(NC(=O)CCc2nc(-c3cccc(C)c3)no2)cc1	1%	/	i	-10%	2%	-13%	11	16%	8	PMK inhibit pilot replicates=0.0;Spn MK inh pilot replicates=0.5;Spn DPM-DC inh pilot screen %=0.5
COc1ccc(-c2cn3c(C)c(C(=O)Nc4cccc(NC(C)=O)c4)sc3n2)cc1	17%	-6%	i	-2%	5%	33%	11	12%	4
CCN1C(=O)c2ccc(-c3nc4ccccc4c(=O)o3)cc2C1=O	-8%	20%	/	10%	-8%	-5%	5	7%	5
CCOC(=O)C1CCN(C(=O)COc2cccc(C)c2)CC1	-3%	4%	i	3%	2%	-2%	1	9%	6
COCCNC(=O)c1cc2c(=O)n3cccc(C)c3nc2n(Cc2ccncc2)c1=N	-1%	3%	/	-16%	18%	4%	13	11%	0
CS(=O)(=O)N1CCC(C(=O)Nc2ccc(Br)cc2F)CC1	-26%	12%	i	-22%	8%	-17%	6	-9%	7
CCCOc1cc(C)c(S(=O)(=O)n2ccc(C)n2)cc1C	2%	11%	i	4%	-10%	-1%	8	8%	6
COc1ccc(NC(=O)N[C@@H](CCSC)C(=O)O)cc1Cl	/	-7%	i	-9%	-16%	/	9	11%	3
COCCNC(=O)Cn1cnc2sc(C)c(S(=O)(=O)N3CCC(C)CC3)c2c1=O	-2%	/	i	-6%	-3%	1%	3	-6%	7
O=c1c2c(nc3nc(COc4ccccc4)[nH]n13)CCC2	8%	/	i	-4%	11%	-4%	5	12%	4	PMK inhibit pilot replicates=0.0;Spn MK inh pilot replicates=0.0;Spn DPM-DC inh pilot screen %=0.0
Brc1cc2[nH]cnc2c2ccccc12	-1%	/	i	0%	18%	-2%	5	0%	7
O=C1CC(N2CCC(c3nc4ccccc4[nH]3)CC2)C(=O)N1Cc1ccccc1 (stereo not drawn)	-7%	2%	i	-2%	4%	-16%	0	5%	7
c1ccc2c(c1)OCC(c1nn3c(Cn4nnc5ccccc54)nnc3s1)O2 (stereo not drawn)	-11%	11%	i	2%	-1%	-5%	7	10%	5
CNC(=O)CSc1nnc(-c2ccco2)n1-c1ccccc1OC	-13%	6%	i	7%	25%	-22%	12	6%	9
COC(=O)c1ccc(C)c(NC(=O)C2COc3ccccc3O2)c1 (stereo not drawn)	-8%	7%	i	7%	9%	-2%	0	3%	8
Cc1occc1-c1nnc(SCC(=O)c2ccc(Cl)cc2)n1CC1CCCO1 (stereo not drawn)	-4%	/	i	2%	35%	4%	16	10%	0
CCOC(=O)c1[nH]c2ccc(OC)cc2c1NC(C)=O	-27%	/	/	-3%	-2%	-14%	5	12%	11
COC(=O)C(C)NC(=O)C(C)NC(=O)OCc1ccccc1 (stereo not drawn)	8%	/	i	0%	3%	15%	15	2%	0
Cc1cc(C)c2c3c(sc2n1)C1(CCSCC1)C(C#N)=C(N)O3	/	/	i	/	8%	/	0	/	8
O=C(CC1(O)C(=O)N(CN2CCOCC2)c2ccccc21)c1ccccc1 (stereo not drawn)	-24%	/	i	-1%	/	-20%	0	8%	2

Brought forward from above: two entries, followed by the next part.
SMILES	HPDE-C7K KRASV12	LYP inhibition	Spn DPM-DC inh	Bfl-1 displacement	HT1080 viability	HPDE-C7 viability	PMK inhibit	Alkaline phosphatase	Spn MK inh	others
Cc1cc(C)c2c3c(sc2n1)C1(CCSCC1)C(C#N)=C(N)O3	/	/	i	/	8%	/	0	/	8
O=C(CC1(O)C(=O)N(CN2CCOCC2)c2ccccc21)c1ccccc1 (stereo not drawn)	-24%	/	i	-1%	/	-20%	0	8%	2
O=C(Nc1ccc2c(c1)OCO2)c1ccc(S(=O)(=O)NCC2CCCO2)cc1 (stereo not drawn)	3%	12%	i	0%	4%	-5%	4	13%	4
Cc1ccc(C)n1-c1ccc(-c2nnco2)cc1	/	-6%	i	/	5%	/	0	/	0
Cc1nc2sc(C(c3ccco3)N3CC(C)OC(C)C3)c(O)n2n1 (stereo not drawn)	4%	10%	i	-4%	9%	-7%	16	2%	3
CC(C)NC(=O)CN(c1cccc(Br)c1)S(C)(=O)=O	10%	/	i	-5%	11%	-8%	7	11%	11
c1ccc(CCn2nnnc2C(c2cccnc2)N2CCN(c3nc4ccccc4s3)CC2)cc1 (stereo not drawn)	17%	-2%	i	0%	-2%	8%	6	10%	5
CCOc1ccc(NC(=O)Nc2ccc(N(C)C(C)=O)cc2)cc1	-8%	8%	i	-5%	1%	0%	4	-3%	9
COC(=O)Nc1nnc(Cc2ccc(OC)cc2)s1	4%	/	i	0%	8%	10%	15	12%	10
O=C(Nc1cc2nn(-c3ccccc3)nc2cc1Cl)c1ccco1	-10%	-27%	/	-5%	-14%	-9%	7	4%	12
CC(C(=O)OCc1nnc(-c2ccccc2)o1)N1C(=O)c2ccccc2C1=O (stereo not drawn)	3%	3%	i	-4%	4%	-1%	0	4%	8
COc1ccc(N2CCN(C(=O)Cn3nnc(-c4cccs4)n3)CC2)cc1	-12%	7%	i	-11%	-12%	-17%	5	11%	10
O=C(NCc1ccc(N2CCCC2=O)cc1)c1cn(CCc2ccccc2)nn1	-10%	1%	i	-17%	0%	-13%	0	0%	2
CN(CCCNC(=O)CN1C(=O)CC(C)(C)S(=O)(=O)c2ccccc21)C1CCCCC1	-3%	19%	i	-12%	/	-9%	1	8%	15
COc1cccc(-c2nnc(NC(=O)c3ccccc3Br)o2)c1	25%	-6%	i	-3%	-1%	23%	16	21%	9	PMK inhibit pilot replicates=6.0;Spn MK inh pilot replicates=12;Spn DPM-DC inh pilot screen %=0.0
O=c1c2c3nc4ccccc4nc3n(-c3ccc4c(c3)OCCO4)c2ncn1C1CCCC1	-10%	2%	i	30%	14%	-2%	8	5%	15
COCCN(CC(=O)Nc1ccccc1)S(=O)(=O)c1ccc(S(=O)(=O)N2CCCC2)cc1	13%	-10%	i	4%	3%	2%	12	10%	17
Cc1nc(N2CCc3ccccc3C2)[nH]c(=O)c1CCC(C)C	8%	/	i	4%	13%	0%	6	4%	3
O=C(NC1CCCC1)C1CCCN1S(=O)(=O)c1cccc2cccnc12 (stereo not drawn)	4%	11%	i	-5%	-4%	3%	4	3%	10
Cn1[nH]c(=O)c2ccccc2c1=O	-10%	-6%	i	-5%	11%	-12%	1	9%	5
COc1ccc(OCC(=O)Nc2ccccc2C(=O)N2CCCC2)cc1	0%	/	i	-2%	20%	3%	10	10%	7
CCCCCn1c(CN2CC(C)OC(C)C2)nc2c1c(=O)n(C)c(=O)n2C (stereo not drawn)	-4%	-10%	i	1%	-1%	-11%	9	5%	5
Nn1c(SCC(=O)Nc2ccc(F)cc2F)nnc1-c1cccnc1	-11%	0%	i	-3%	0%	-17%	12	2%	8
O=C(CN1CCCCC1)Nc1ccccc1NC(=O)CN1CCCCC1	-8%	12%	i	2%	5%	-13%	9	1%	6
